GPR35 antagonists: GPR35 antagonists blocking zaprinast-driven arrestin recruitment, primary screen, imaging, U2OS, beta-arrestin-GFP, zaprinast agonist (AID 2058) | U2OS GPR35 beta-arrestin-GFP translocation imaging, zaprinast antagonism; higher % means a stronger effect | one-dose inhibition, % at 10 µM; IC50 in µM for titrated hits | 0.052% of 290,000 active;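 active = inhibition of at least 50% with at least 30 cells and total cytoplasm GFP at most 10,000,000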
NTR1 agonist: agonists of NTR1, primary screen, imaging, U2OS cells, beta-arrestin-GFP, high content (AID 493036); activation, % at 20 µM; NTR1-U2OS beta-arrestin-GFP spot imaging, agonist mode; P30989; 0.17% of 330,000 active;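 active = activation at or above 40% of the spot to cytoplasm intensity ratio, with at least 20 cells analyzed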;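 note: 0% = DMSO without peptide and 100% = 100 nM NTR1 peptide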
Target sequence (P30989 whole entry, looked up): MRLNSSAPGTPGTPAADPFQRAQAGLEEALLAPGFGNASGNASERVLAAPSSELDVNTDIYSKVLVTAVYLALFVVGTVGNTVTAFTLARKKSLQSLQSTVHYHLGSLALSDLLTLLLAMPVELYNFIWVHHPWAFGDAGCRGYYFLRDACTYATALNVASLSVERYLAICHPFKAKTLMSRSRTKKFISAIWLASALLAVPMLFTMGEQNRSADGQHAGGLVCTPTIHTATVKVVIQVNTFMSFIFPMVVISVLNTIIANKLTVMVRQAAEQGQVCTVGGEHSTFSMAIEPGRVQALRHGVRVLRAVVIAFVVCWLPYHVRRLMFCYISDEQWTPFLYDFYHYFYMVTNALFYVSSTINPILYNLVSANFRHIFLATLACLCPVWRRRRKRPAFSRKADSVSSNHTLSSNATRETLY
KOR beta-arrestin-1: KOR antagonists, beta-arrestin recruitment, cell-based, luminescence, uHTS (AID 1778); KOR beta-arrestin recruitment, luminescence, antagonist mode; higher % means a stronger effect; 0.091% of 290,000 active; inhibition, % at 10 µM, or IC50 in µM where a hit was titrated; in the data active = inhibition above about 50%; note: strong numbers were not always called active
GPR55 beta-arrestin: selective activators of receptor GPR55 – imaging, U2OS cells, beta-arrestin-GFP redistribution, primary screen (AID 1961) | U2OS GPR55 beta-arrestin-GFP redistribution imaging; higher % means a stronger effect | one-dose activation, % at 10 µM; EC50 in µM for titrated hits | 0.048% of 290,000 active;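 active = activation above 40% with more than 50 cells counted in the well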;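 note: U2OS osteosarcoma cells stably expressing GPR55 and beta-arrestin-GFP; plate controls were DMSO negative control for no effect and LPI positive control for full effect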
KOR beta-arrestin-2: kappa opioid receptor activators – cell-based, luminescence, uHTS, primary screen (AID 1777); 0.02% of 280,000 active; activation, % at 10 µM, or EC50 in µM where a hit was titrated; KOR beta-arrestin recruitment, luminescence; higher % means a stronger effect; in the data active = activation above about 50%, passing the limit was not always enough; note: a part of the inactive calls stands beside numbers as strong as those of hits
NOD1 inhibition: NOD1 signaling inhibitors, primary screen, cell-based, luminescence, uHTS (AID 1578). NOD1-driven NF-kB luciferase reporter cells, luminescence; higher % means a stronger effect. one-dose inhibition, % at 4 µM; EC50 in µM for titrated hits. 1% of 290,000 active; in the data active = inhibition mostly above about 36%, no sharp cut-off; inactive = mostly below about 34%;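 note: HEK-293T reporter cells stimulated with the NOD1 agonist gamma-tri-DAP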
GPR55 antagonists: inhibition of LPI-stimulated GPR55 beta-arrestin translocation – imaging, U2OS, beta-arrestin-GFP, LPI agonist, primary screen (AID 2013); U2OS GPR55 beta-arrestin-GFP translocation imaging, LPI antagonism; higher % means a stronger effect; inhibition, % at 10 µM; hits with a dose series show IC50 in µM; 0.13% of 290,000 active;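 active = spots per cell inhibited over 60%, with over 100 cells counted and total cytoplasm intensity under 500,000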;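 note: U2OS cells stably carrying GPR55 and arrestin-GFP stimulated by 5 µM LPI near EC80; imaged beta-arrestin-GFP aggregate spots per cell after agonist stimulation; plate controls were LPI-stimulated DMSO wells for no effect and DMSO wells without LPI for full effect; some results filed as inactive read as strong as hits; confirmed hits need IC50 under 10 µM and bright autofluorescent wells are also inconclusive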
MgcRacGAP inhibition: MgcRacGAP GTPase-activating activity inhibitors, confirmation, biochemical, ADP Hunter fluorescence. MgcRacGAP-stimulated Rac1 GTP hydrolysis, ADP Hunter fluorescence; higher % means a stronger effect; GST-tagged Rac1 F28L mutant substrate. inhibition, % at 30 µM; hits with a dose series show IC50 in µM. 0.6% of 340,000 active. AID 624330;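 active = first-screen hits whose inhibition reached a set limit at any dose in the follow-up dose series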;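 note: fluorescence reports GDP produced by GAP-driven GTP hydrolysis; strong numbers were not always called active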
K1F lysis inhibition: inhibition of K1F phage lysis, E. coli UTI89, bacterial capsule biogenesis inhibitors, alamar blue (AID 488966). 0.02% of 340,000 active. E. coli UTI89 K1F phage lysis, alamar blue, 2 h; higher % means a stronger effect. inhibition, % at 100 µM, or IC50 in µM where a hit was titrated;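 active = phage lysis inhibition, versus mean bacterial control, above a set limit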;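 note: capsule biogenesis inhibitors block K1F phage lysis so surviving cells raise fluorescence; higher fluorescence means more inhibition of phage lysis; actives were called in the ten point dose series up to 300 µM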
NTR1 agonist cell count 20 µM: recorded beside NTR1 agonist, whose call it bears; cell count; measured here: cell count, cytotoxicity flag
Active calls of the source: *; . = no result given; [ ] = dose if it differs, or a comment.

#	Structure	GPR35 antagonists	NTR1 agonist	NTR1 agonist cell count 20 µM	KOR beta-arrestin-1	GPR55 beta-arrestin	KOR beta-arrestin-2	NOD1 inhibition	GPR55 antagonists	MgcRacGAP inhibition	K1F lysis inhibition
1	COc1cc(C(=O)OCCn2c(=O)c3c(ncn3CCN(C)C)n(C)c2=O)cc(OC)c1OC	14%	3.7	64	.	-0.3%	.	45%	-3%	8%	0.5%[50 µM]
2	Cc1cccc(C(=O)NCC(=O)Nc2ccc(S(=O)(=O)Nc3nc(C)cc(C)n3)cc2)c1	-4%	-0.1	45	-27%	0.6%	-3.4%	-15%	8%	2%	0.7%
3	CC(C)C[C@H](NC(=O)C1CCC(CNC(=O)[C@@H]2CCCN2C(=O)OC(C)(C)C)CC1)C(=O)O (stereo not given in full)	19%	-0.3	79	16%	0.4%	3.0%	-3%	10%	9%	2.5%[50 µM]
4	c1cnc(NC2C3CC4CC(C3)CC2C4)nc1 (stereo not given)	15%	0.1	41	-15%	-0.2%	4.3%	2%	8%	-2%	2.2%
5	Cc1cc(C)cc(NC(=O)CN2CCCN(S(=O)(=O)c3ccc(Br)s3)CC2)c1	-4%	2.1	76	24%	-0.2%	4.0%	-23%	-1%	0%	-1.0%
6	COc1ccc(C(=O)NCCCN2CCOCC2)cc1OC	-10%	-1.3	95	21%	0.0%	-1.5%	-2%	8%	5%	0.0%
7	CCO[C@H]1OC(C(=O)NCc2ccccc2)=C[C@@H](C2CC2)[C@@H]1CCCO	6%	6.2	54	0%	-0.2%	-1.3%	-1%	-3%	-5%	0.8%
8	Cc1noc(C)c1CN1C(=O)c2cccc([N+](=O)[O-])c2C1=O	3%	1.0	69	-17%	0.0%	7.3%	-18%	2%	6%	0.1%
9	Oc1c(C=NCc2ccccc2)sc2ccccc12	5%	0.4	47	22%[20 µM]	-0.1%	.	-13%	3%	12%	-0.4%
10	COC(=O)c1[nH]c2cc(OC)ccc2c1NC(=O)c1nonc1C	5%	7.8	79	-7%	-0.1%	3.4%	9%	7%	12%	0.1%

Carrying on:
#	Structure	GPR35 antagonists	NTR1 agonist	NTR1 agonist cell count 20 µM	KOR beta-arrestin-1	GPR55 beta-arrestin	KOR beta-arrestin-2	NOD1 inhibition	GPR55 antagonists	MgcRacGAP inhibition	K1F lysis inhibition
11	c1coc(Cn2c(SCc3nc4ccccc4[nH]3)nnc2-c2cccs2)c1	6%	-0.5	58	28%	-0.4%	11%	-3%	0%	10%	1.0%
12	CSc1nccc(-c2sc(SC)c(C#N)c2-c2ccccc2)n1	-4%	2.4	52	19%	-0.3%	-1.8%	-3%	17%	7%	-0.2%
13	CS(=O)(=O)N1CCN(C(=O)COc2ccccc2)CC1	4%	-0.2	39	1%	-0.2%	-1.2%	-17%	5%	-3%	-0.4%
14	CN(C)S(=O)(=O)Oc1ccsc1C(=O)Nc1ccc(Br)cc1	-13%	2.1	86	9%	-0.5%	-3.3%	-35%	-5%	10%	0.3%
15	COc1cc(SC)ccc1C(=O)N1CCN(Cc2ccc3c(c2)OCO3)CC1	3%	1.7	40	13%[20 µM]	-0.1%	-3.5%	0%	6%	6%	0.7%
16	NS(=O)(=O)c1ccc(NC(=O)COC(=O)c2ccco2)cc1	4%	-1.1	35	-10%	1.7%	-3.9%	-35%	7%	5%	0.1%
17	Cc1cccc(-c2cnn(-c3cccc([N+](=O)[O-])c3)c2N)c1	13%	-1.4	90	-18%	-0.3%	-5.4%	-30%	8%	9%	-0.4%
18	Cc1cccc(NC(=S)Nc2c(C)n(C)n(-c3ccccc3)c2=O)c1C	-15%	-2.0	53	6%	-0.3%	-1.2%	6%	2%	4%	0.0%
19	CCOC(=O)N1CCN(CC(=O)Nc2c(C(=O)OC)[nH]c3cc(C)ccc23)CC1	21%	1.1	60	-34%	-0.3%	5.5%	.	10%	11%	4.7%
20	O=C(/C=C/c1ccccc1)NCCN1CCOCC1	.	-0.5	50	15%	-0.3%	-5.4%	-11%	6%	10%	2.7%[50 µM]

(list continues)
#	Structure	GPR35 antagonists	NTR1 agonist	NTR1 agonist cell count 20 µM	KOR beta-arrestin-1	GPR55 beta-arrestin	KOR beta-arrestin-2	NOD1 inhibition	GPR55 antagonists	MgcRacGAP inhibition	K1F lysis inhibition
21	CCn1c(SCc2ccc(C(=O)OC)o2)nnc1-c1c[nH]c2ccccc12	10%	-0.8	84	-17%	0.6%	0.2%	-9%	12%	6%	-0.8%
22	O=C(O)COc1ccccc1/C=C1\SC(=S)N(/N=C/c2ccccc2O)C1=O	7%	2.3	53	-10%	0.0%	-0.4%	-37%	5%	14%	-0.5%
23	CSc1nsc(SCC(=O)N2CCCCC2)n1	2%	1.4	54	8%	1.0%	-0.6%	-32%	-1%	2%	0.3%
24	COc1ccc(/C=C2\SC(=O)N(CC(=O)NCCCn3ccnc3)C2=O)cc1	11%	-1.7	53	-15%	-0.1%	0.7%	-21%	6%	8%	0.5%
25	C/C(=C\C#N)n1nc(C)cc1N	14%	0.4	50	24%	-0.1%	-4.4%	5%	26%	2%	0.4%
26	CC(=O)Nc1ccc(NC(=O)CSc2nc3[nH]ncc3c(=O)n2-c2ccccc2)cc1	11%	0.2	71	-11%	-0.3%	-7.1%	-13%	9%	-10%	-0.2%
27	O=C(CSc1nc2ccccc2[nH]1)NCc1ccc(F)cc1	-2%	0.8	58	14%	-0.1%	-2.6%	7%	4%	8%	-0.5%
28	Cc1cccc(Oc2nc3c(c(=O)n(C)c(=O)n3C)n2C)c1	6%	0.3	59	-11%[20 µM]	-0.1%	-4.6%	-22%	2%	6%	0.5%
29	NS(=O)(=O)c1ccc(NCCCn2ccnc2)c([N+](=O)[O-])c1	-7%	0.6	55	-18%	-0.2%	-0.2%	-21%	11%	-5%	-0.2%
30	COc1cccc(CNc2nc(C(F)(F)F)nc3ccccc23)c1	12%	8.3	45	-18%	0.3%	4.5%	27%	-2%	4%	-0.1%

The listing continues.
#	Structure	GPR35 antagonists	NTR1 agonist	NTR1 agonist cell count 20 µM	KOR beta-arrestin-1	GPR55 beta-arrestin	KOR beta-arrestin-2	NOD1 inhibition	GPR55 antagonists	MgcRacGAP inhibition	K1F lysis inhibition
31	COc1ccc(CSc2nc(C)[nH]c2[N+](=O)[O-])cc1[N+](=O)[O-]	0%	0.1	45	6%	-0.1%	7.2%	-4%	4%	3%	-3.5%
32	CCc1ccccc1N(C(=O)Cn1nnc2ccccc21)C(C(=O)NCCOC)c1ccco1 (stereo not given)	-2%	-0.4	80	-1%	-0.2%	-1.3%	-5%	0%	5%	11%
33	O=C(CS(=O)(=O)Cc1ccccc1)Nc1ccccn1	-20%	-2.1	44	-24%	0.2%	-5.7%	-19%	-1%	6%	4.2%
34	CCCCCC(=O)N/N=C(\C)c1ccc(Cl)cc1	-9%	4.3	47	-27%	-0.1%	5.7%	51%	-12%	7%	1.2%
35	Cc1ccc2c(C)c(C(=O)N(C)CCC3CCCCO3)oc2c1C (stereo not given)	11%	21	51	-26%	0.3%	0.7%	-23%	5%	6%	0.1%
36	NC(=O)C(Cc1ccccc1)NS(=O)(=O)c1ccc(N2CCCC2=O)cc1 (stereo not given)	-4%	-0.4	41	-8%	0.3%	-0.5%	-9%	9%	-4%	0.1%
37	O=C(Nc1ccccc1)Nc1ccc(C(=O)N2CCOCC2)cc1	2%	-1.0	70	1%	-0.2%	1.3%	16%	2%	5%	1.7%
38	Cc1c(C(=O)Nc2ccc(Nc3ccccc3)cc2)cccc1[N+](=O)[O-]	-12%	7.8	60	1%	-0.1%	0.1%	-4%	-13%	16%	-1.2%
39	CC1(C)CC(=O)C(C=Nc2ccc3cn[nH]c3c2)=C(O)C1	-5%	1.3	46	11%	-0.5%	-4.5%	4%	-12%	5%	4.3%
40	CCc1cc2c(-n3nc(C)cc3C)ncnc2s1	-2%	0.3	70	-5%	0.1%	1.8%	-24%	-12%	2%	6.2%

Results in sequence from the list:
KOR beta-arrestin-1, nos. 29–36: -18%, -18%, 6%, -1%, -24%, -27%, -26%, -8%

Returning to the listing, repeating the four entries before the break.
#	Structure	GPR35 antagonists	NTR1 agonist	NTR1 agonist cell count 20 µM	KOR beta-arrestin-1	GPR55 beta-arrestin	KOR beta-arrestin-2	NOD1 inhibition	GPR55 antagonists	MgcRacGAP inhibition	K1F lysis inhibition
37	O=C(Nc1ccccc1)Nc1ccc(C(=O)N2CCOCC2)cc1	2%	-1.0	70	1%	-0.2%	1.3%	16%	2%	5%	1.7%
38	Cc1c(C(=O)Nc2ccc(Nc3ccccc3)cc2)cccc1[N+](=O)[O-]	-12%	7.8	60	1%	-0.1%	0.1%	-4%	-13%	16%	-1.2%
39	CC1(C)CC(=O)C(C=Nc2ccc3cn[nH]c3c2)=C(O)C1	-5%	1.3	46	11%	-0.5%	-4.5%	4%	-12%	5%	4.3%
40	CCc1cc2c(-n3nc(C)cc3C)ncnc2s1	-2%	0.3	70	-5%	0.1%	1.8%	-24%	-12%	2%	6.2%
41	CCOc1ccc(NC(=O)N2CCN(c3nc4ccccc4s3)CC2)cc1	25%	1.3	44	13%	0.0%	1.3%	21%	2%	10%	0.7%
42	CCCN1CCN(C(=O)c2nn(-c3ccc(OC)cc3)c(=O)c3c2c2ccccc2n3C)CC1	4%	6.9	79	0%	-0.1%	1.6%	-21%	9%	1%	0.3%
43	CC(C)[C@H]1C(=O)Nc2ccccc2N1C(=O)N[C@@H](Cc1ccccc1)C(=O)N[C@H](C(=O)O)c1ccccc1	-9%	0.5	107	-14%[20 µM]	0.5%	2.9%	-8%	4%	4%	7.2%
44	Cc1ccc(NC(=O)c2c(NC(=O)CCC(=O)O)sc3c2CCCCC3)cc1	-6%	1.8	80	-19%	-0.1%	-2.5%	-18%	5%	.	.
45	Cc1ccccc1Cn1cccc1/C=C1/C(=N)N2C=CSC2=NC1=O	-7%	3.3	60	1%	0.0%	5.5%	-10%	4%	1%	0.9%
46	COc1cccc(OC)c1C(=O)Nc1nnc(-c2cccs2)s1	12%	-0.4	60	-25%	-0.1%	-6.1%	-45%	-2%	12%	0.1%

The list is partial; rates above refer to the full screens.
